Assay outcomes: PubChem BioAssay, National Center for Advancing Translational Sciences (NCATS)
D3 ag – qHTS of D3 Dopamine Receptor Agonist: qHTS. D(3) dopamine receptor (Homo sapiens), P35462. D3R DiscoveRx beta-arrestin cells, luminescence, 90 min. max activation, %. 410,000 tested, 0.58% active; in the data active means max activation above about 30%; further: 0% is about no effect; mostly tested at two doses, the higher about 12 µM
Target sequence (P35462 whole entry, looked up): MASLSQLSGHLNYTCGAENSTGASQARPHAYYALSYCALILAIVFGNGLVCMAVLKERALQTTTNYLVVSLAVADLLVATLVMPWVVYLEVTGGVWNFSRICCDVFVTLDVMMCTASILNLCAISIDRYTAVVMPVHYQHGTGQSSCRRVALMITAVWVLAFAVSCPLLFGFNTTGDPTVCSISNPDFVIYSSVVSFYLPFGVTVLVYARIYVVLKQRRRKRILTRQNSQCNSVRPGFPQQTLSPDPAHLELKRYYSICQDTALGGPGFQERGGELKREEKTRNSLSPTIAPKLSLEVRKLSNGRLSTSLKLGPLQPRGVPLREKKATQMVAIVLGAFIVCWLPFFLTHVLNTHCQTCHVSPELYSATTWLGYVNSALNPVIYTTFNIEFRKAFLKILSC
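Cells at 1500/well, incubated overnight, then treated with pinned compounds (dopamine as control) for 90 min at 37 degrees C. DiscoveRx reagent added for 30 - 60 minutes at room temperature; luminescence read.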
aSyn rescue – qHTS of alpha-syn Inhibitors; Yeast expressing alpha-synuclein, growth rescue, BacTiter-Glo, 24 h; Potency, µM (titrated, usually from 46.1 µM), without a hit: at the top dose growth rescue (activation), most hits filed as activators; 370,000 tested, 0.14% active; further: potency means the concentration at half of the fitted maximal effect; % of control where 0% means no effect; nearly all actives have a fitted effect of over 65% in size
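Rescue of yeast growth: cells expressing toxic alpha-synuclein, induced in galactose at OD600 0.02, incubated with compound 24 h at 30 C. ATP luminescence quantified growth; inhibitors of toxicity appear as activators.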
TDP-43 yeast inh – qHTS of TDP-43 Inhibitors; Potency, µM (top dose mostly 46.1 µM), for the others: at the highest dose growth rescue (activation), hits mostly activators; 410,000 tested, 1.8% active; TDP-43 expressing yeast growth rescue, BacTiter-Glo, 24 h; further: potency means the concentration at half of the fitted maximal effect; % of control where 0% means no effect; nearly all actives have a fitted effect of over 50% in size
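Cell-based yeast growth screen: TDP-43 expression induced in galactose, inoculum OD600=0.02 after raffinose pregrowth to mid-log. Read-out BacTiter-Glo luminescence at 24 hr, 30 deg C; inhibition of toxicity seen as signal increase.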
PTHR1 agonist – qHTS for PTHR1 Agonists: Primary Screen; 410,000 tested, 0.075% active; Potency, µM (top dose mostly 115 µM), for inactives: at the highest dose activation, actives largely listed as activators; Parathyroid hormone/parathyroid hormone-related peptide receptor (Homo sapiens), Q03431; HEK293 GP2 PTHR1 cells, GloSensor cAMP luminescence, 1 h; further: potency means the concentration at half of the fitted maximal effect; nearly all actives have a fitted effect of over 55% in size; some results filed as inactive show a strong effect at the top dose; inactives centre near -15; many of its hits are not listed in these tables
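HEK-293-derived GP2 cells expressing PTHR1 and a GloSensor cAMP reporter, 3,000/well, plated overnight, given luciferin plus IBMX (each 0.5 mM as added) for 1 h at 37 °C, then compound for 1 h at 37 °C. Luminescence was read after 15 min at room temperature.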
GLP1R cytotox – qHTS of GLP-1 Receptor Inverse Agonists: Cytotox Screen; HEK293 cAMP-luciferase reporter cells, luminescence, 24 h; Potency, µM (series often up to 38.3 µM), for inactives: top-dose activity change, negative = inhibition, usual class: inhibitors; 410,000 tested, 0.13% active;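 further: loss of luciferase light is scored as toxicity; potency means the concentration at half of the fitted maximal effect; on the % scale 0 is the no-effect control and ±100 the full control effect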
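Luminescence readout: signal drop marks cytotoxicity. Plated cells grew 12 h at 37 °C, 5% CO2, received 23 nL compound for 24 h, then got luciferase reagent, read after 12 min at RT.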
GLP1R inv ag – qHTS of GLP-1 Receptor Inverse Agonists (Inhibition Mode); 410,000 tested, 1.6% active; HEK293 GLP-1R CRE-luciferase, luminescence, 24 h; GLP-1R form is constitutively active; Potency, µM (series often up to 38.3 µM), without a hit: at the highest dose activity change, negative = inhibition, actives largely listed as inhibitors; AID 624417, 2012; Glucagon-like peptide 1 receptor (Homo sapiens), P43220; further: potency means the concentration at half of the fitted maximal effect; on the % scale 0 is the no-effect control and ±100 the full control effect; nearly all actives have a fitted effect of over 55% in size
Target sequence (P43220 whole entry, looked up): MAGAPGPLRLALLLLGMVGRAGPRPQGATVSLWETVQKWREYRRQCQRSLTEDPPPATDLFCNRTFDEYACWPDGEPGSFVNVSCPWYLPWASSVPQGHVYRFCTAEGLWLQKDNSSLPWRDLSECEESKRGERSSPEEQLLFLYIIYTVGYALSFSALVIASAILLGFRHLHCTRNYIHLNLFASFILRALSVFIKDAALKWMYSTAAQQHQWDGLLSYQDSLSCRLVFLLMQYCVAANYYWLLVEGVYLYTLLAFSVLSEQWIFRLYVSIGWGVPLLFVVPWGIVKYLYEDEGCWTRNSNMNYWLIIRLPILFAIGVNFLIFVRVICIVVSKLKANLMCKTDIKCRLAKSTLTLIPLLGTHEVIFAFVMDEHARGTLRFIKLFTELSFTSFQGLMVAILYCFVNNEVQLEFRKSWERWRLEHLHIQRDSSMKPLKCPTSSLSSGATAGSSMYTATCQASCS
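Seeding at 200 cells/uL, 12 h culture, 24 hr compound treatment, then luciferase reagent and a luminescence read; cells are HEK293 stably expressing a constitutively active GLP-1R plus cAMP-responsive luciferase.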
GLP-1R agonist – qHTS of GLP-1 Receptor Agonists | Glucagon-like peptide 1 receptor (Homo sapiens), P43220 | HEK293 GLP-1R CRE-luciferase, luminescence, 4-6 h; cells express a hypersensitive GLP-1R form | Potency, µM (series often up to 45.6 µM), inactives show at the top dose activation, usual class: activators | 380,000 tested, 0.007% active; further: potency means the concentration at half of the fitted maximal effect; % of control where 0% means no effect
KB-V1 MDR tox – qHTS assay for MDR1-selective chemotherapeutics: Primary screen using the drug-selected MDR subline cells KB-V1; Potency, µM (series often up to 46.1 µM), for the others: at the top dose activity change, negative = cytotoxicity, hits mostly cytotoxic; AID 1347076, 2019; KB-V1 MDR cells viability, CellTiter-Glo, 72 h; 400,000 tested, 3.4% active; further: potency means the concentration at half of the fitted maximal effect; on the % scale 0 is the no-effect control and ±100 the full control effect; nearly all actives have a fitted effect of over 60% in size
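Drug-selected KB-V1 cells, grown in DMEM lacking phenol red with 10% FBS, receive compound titrations; after three days at 37 degrees C, surviving cell ATP is quantified by CellTiter-Glo luminescence and responses normalized and curve-fitted.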
DRD3 antagonist – qHTS of D3 Dopamine Receptor Antagonist: qHTS | max response, negative = inhibition, % | 360,000 tested, 2.5% active | D(3) dopamine receptor (Homo sapiens), P35462 | D3R cells, DiscoveRx beta-arrestin luminescence, antagonist mode; stronger effect = lower value; in the data active means max response below about -50%; inconclusive means no clear call, values can overlap the other calls; further: on the % scale 0 is the no-effect control and ±100 the full control effect; mostly tested at two doses, the higher about 12 µM
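Cells plated overnight at 1500 cells/well, then exposed to library compounds with dopamine controls for 90 minutes at 37 degrees C. DiscoveRx reagent added for 30–60 minutes at room temperature; luminescence read, quantitative HTS format.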
* hit, by the source's call; i = inactive; ? = inconclusive; . = no result given; [ ] = another dose, or the depositor's remark. Unless noted, the call rests on the fitted dose curve; in most records, active means well fitted curve in the direction sought with a large enough effect; inconclusive means small, poorly fitted or top-dose-only effect, or another doubt; inactive means no such curve, though single readings can be large; an effect the other way counts as inactive or inconclusive. An excerpt; the hit share may differ from the screen's.

SMILES	D3 ag	aSyn rescue	TDP-43 yeast inh	PTHR1 agonist	GLP1R cytotox	GLP1R inv ag	GLP-1R agonist	KB-V1 MDR tox	DRD3 antagonist
CCOc1ccc(NS(=O)(=O)c2ccc(NC(=O)c3ccccn3)cc2)cc1	4	-6%	-1%	-67%[inhibitor]	11%	?	4%	?	-1
C=CCc1c(C)nc2c(OC)cccc2c1Cl	3	26%	15%	-44%[inhibitor]	-1%	?	?	-29%	18
O=c1[nH]c2ccc(S(=O)(=O)Nc3ccccc3O)cc2[nH]1	2	-10%	10%	i	2%	12%	-11%	0%	13
COc1cc(NC(=O)C2(C)CCCN2C(=O)C(C)C)cc(OC)c1OC (stereo not drawn)	12	0%	14%	8%	1%	27%	-1%	4%	42
COc1cc(CN2CCCC(N3CCN(c4ccccc4C)CC3)C2)cc(Cl)c1O (stereo not drawn)	-10	7%	1%	-11%	5%	?	-1%	5%	?
CCn1c(CNC(=O)COc2ccc(C(C)C)cc2)nnc1SCC(=O)Nc1ccccc1C(C)C	15	8%	3%	-2%[57.5 µM]	-14%	?	8%	?	1
COc1cc(C(=O)Nc2nnc(-c3sccc3C)s2)cc(OC)c1OC	1	-11%	3%	i	-4%	3%	0%	?	161
C#CCSc1nnc(-c2sc(-c3ccccc3)nc2C)n1C	-6	-15%	7%	i	1%	2%	10%	?	-10
Cc1ccc(NC(=O)CO/N=C(\N)c2nonc2N)cc1	-9	0%	-8%	-2%	-11%	0%	-1%	4%	8
O=C(Nc1cc(Cl)ccc1Cl)P(=O)(O)c1ccccc1	0	0%	-8%	-2%	-29%	-6%	1%	6%	-5
COc1ccc(Cl)cc1NC(=O)CN(C)C(=O)c1cn(-c2ccccc2)nc1-c1cccs1	2	4%	-4%	-63%[inhibitor]	-2%	5%	-1%	-11%	0
COc1ccccc1CNS(=O)(=O)c1ccc2c(c1)NC(=O)CS2	6	4%	5%	-4%	-3%	19%	-1%	2%	8
COc1ccc(NC(=O)CSc2nc3ccccc3c(=O)n2CCNC(C)=O)cc1	-2	-6%	1%	i	-14%	-10%	3%	-17%	-14
COc1ccc(NC(=O)COc2ccccc2Cc2ccccc2)cc1S(=O)(=O)N1CCOCC1	4	9%	9%	-22%	-3%	?	20%	?	6
Cc1ccc(NC(=O)CCC(=O)NNC(=S)Nc2ccc(F)cc2)c(C)c1	-8	0%	11%	-12%	2%	11%	3%	?	0
CCc1ccc(NC(=S)N2CCC(NC(=O)c3ccccc3)CC2)cc1	3	-7%	-28%	-16%	-2%	-7%	7%	5%	4
O=C1c2cccnc2C(Nc2ccc(F)c(Cl)c2)N1Cc1cccs1 (stereo not drawn)	-4	9%	8%	-22%	-12%	3%	13%	?	-11
Cc1ccc(NS(=O)(=O)N2CCOCC2)cc1Cl	-11	2%	22%	-3%	-3%	-3%	3%	12%	-1
CCC(=O)Nc1ccc(S(=O)(=O)Nc2cccc(C)c2)cc1OC	-13	-2%	7%	i	-8%	-3%	1%	18µM*	?
COc1cc(NC(=O)CN2CCC(C(N)=O)(N3CCCCC3)CC2)c(OC)cc1Cl	-3	0%	8%	-8%	-3%	?	13%	-25%	6
CC1=C(C(=O)OC(C)C)C(c2c(O)ccc3ccccc23)NC(=O)N1 (stereo not drawn)	-3	-2%	15%	-11%	3%	-13%	-2%	2%	5
COc1ccc2c(-c3ccccc3)cc(SCC(=O)NC(N)=O)nc2c1	-1	-1%	3%	-42%[inhibitor]	-1%	2%	7%	-18%	-2
Cc1cc(C)c(S(=O)(=O)NCC(=O)O)cc1C	-6	0%	-14%	-6%[57.5 µM]	5%	0%	-2%	7%	-7
Cc1cc(/C=N/NC(=O)c2ccc(O)cc2)c(C)n1C1CC1	-3	0%	-15%	-19%	5%	-17%	3%	9%	-54*
CCC(CC)NC(=O)Cc1ccc(S(=O)(=O)N2CCOCC2)s1	1	1%	1%	-6%	-5%	10%	5%	-3%	-3
COc1cccc(/C=N/Nc2nc3ccccc3[nH]2)c1O	-13	-1%	-7%	?	?	?	-4%	?	0
O=[N+]([O-])c1ccc(CP(=O)(c2ccccc2)c2ccccc2)cc1	-7	0%	20%	i	6%	7%	-3%	?	-28
FC(F)(F)c1cc(C(F)(F)F)c2ccc(N3CCN(c4ncccn4)CC3)nc2n1	1	-3%	-21%	i	3%	0%	-10%	?	3
C=CCn1c(SCC(=O)Nc2cccc(S(=O)(=O)N(C)c3ccccc3)c2)nnc1C1CC1	1	0%	0%	i	-4%	?	-2%	?	-4
Cc1nc2ccccn2c1C(=O)N/N=C/c1ccccc1Cl	8	-1%	6%	-11%	4%	40%[activator]	5%	6%	9
CCOC(=O)N1CCC(n2c(=S)[nH]c3ccccc3c2=O)CC1	1	-4%	5%	-2%	-20%	-16%	3%	-6%	18
COCCn1c(SCC(=O)Nc2ccccc2F)nnc1-c1ccoc1C	7	2%	6%	-3%	4%	-1%	4%	-7%	1
O=C(NC1CC1)C1Nc2ccc(OC(F)(F)F)cc2C2C=CCC12 (stereo not drawn)	4	-7%	5%	-30%	3%	?	10%	-11%	5
COc1ccc(N2CCN(C(=O)CN(C)S(=O)(=O)c3cc(C)ccc3OC)CC2)cc1	1	1%	-9%	-11%	-15%	10%	4%	-9%	12
CCC1(C)Cc2c(sc3nc4n(c(=O)c23)CCS4)CO1 (stereo not drawn)	2	8%	?	-22%[57.5 µM]	-25%	0%	2%	3%	-5
O=C1CN(C(=O)c2ccccc2F)C(c2ccccc2)c2cc(F)ccc2N1 (stereo not drawn)	-1	-5%	2%	i	-7%	?	-2%	-6%	2
CCOC(=O)c1ccc(-c2c(-c3cc(OC)c(OC)c(OC)c3)noc2C)cc1F	-13	-22%	?	i	-38%	?	?	12µM*	-5
CCC(C)c1ccc(NC(=O)NCCN2CCCCC2)cc1 (stereo not drawn)	-9	3%	-4%	-1%	5%	?	3%	-1%	-2
CCc1cccc(C)c1NC(=O)c1cc(CN2CCCC2)on1	3	.	7%	-16%	-5%	-11%	.	4%	.
CC(Sc1ncc(C(F)(F)F)cc1Cl)C(=O)NC(N)=O (stereo not drawn)	-4	3%	-18%	-32%[inhibitor]	5%	12%	9%	-7%	-14
COc1ccc(-c2csc(C(O)c3cccc(OC)c3)n2)cc1 (stereo not drawn)	10	3.5µM*	20µM*	-44%[inhibitor]	-1%	?	0%	-1%	3
CC1Cc2ccccc2N1C(=O)c1ccc(N2CCCC2)c([N+](=O)[O-])c1 (stereo not drawn)	-3	4%	-8%[0.397 µM]	-3%	?	?	23%	-35%	6
CC(C)(C)NC(=O)c1cccc(NC(=O)Cc2cccs2)c1	9	-7%	13%[9.22 µM]	-3%	4%	-7%	0%	?	2
CC1CC(C)CN(c2oc(-c3ccccc3F)nc2C#N)C1 (stereo not drawn)	10	-9%	13%	-32%[inhibitor]	-5%	-14%	5%	?	-16
Cn1c(N)c(C(=O)COC(=O)c2ccc3c(c2)C(=O)N(c2ccc(Cl)cc2)C3=O)c(=O)n(C)c1=O	0	-4%	-18%	-7%	3%[7.66 µM]	29%[7.66 µM]	-2%	3%	-7
CCCn1c2ccc(F)cc2c2nnc(NN)nc21	-8	6%	0%	1%	-10%	31%[activator]	13%	1%	8
CCN=c1sc(C(=O)Nc2ccccc2)c(C)n1CC	0	-6%	-6%	-14%	17%	9%	6%	-15%	6
Cc1onc(-c2ccccc2)c1C(=O)OCC(=O)Nc1cc(S(=O)(=O)N2CCOCC2)ccc1Cl	4	-3%	-8%[9.22 µM]	-37%[inhibitor]	-4%	?	12%	-21%	17
COc1ccc(CNC(=O)CCCc2nnc3n(C(C)C)c(=O)c4sccc4n23)cc1	13	.	5%	?	-5%	3%	.	.	.
O=C(Nc1cc(C(F)(F)F)ccc1Cl)c1cccc(N2C(=O)CCC2=O)c1	-5	5%	25%	-13%	6%	10%	0%	.	-2

Following part:
SMILES	D3 ag	aSyn rescue	TDP-43 yeast inh	PTHR1 agonist	GLP1R cytotox	GLP1R inv ag	GLP-1R agonist	KB-V1 MDR tox	DRD3 antagonist
CC(C)CC(=O)N1CCN(C(=O)CCC2CCCC2)CC1	0	-3%	14%	i	5%	10%	-7%	-10%	1
CCN(Cc1ccc(OC)c(F)c1)C(=O)CCl	3	0%	-7%[9.22 µM]	i	-18%	3.2µM*	0%	?	12
CC1CCN(C(=O)CCc2ccc(Oc3cc([N+](=O)[O-])cc([N+](=O)[O-])c3)cc2)CC1	-23	9%	?	-89%[inhibitor]	2%	?	0%	?	-25
Cc1cc(N2CCOCC2)ccc1/C=C1/SC(=O)NC1=O	-3	-5%	-7%	-69%[inhibitor]	?	34%[activator]	10%	0%	-16
COc1ccc(NC(=O)CCC(=O)Nc2cc(OC)c(NC(=O)c3cccs3)cc2OC)cc1	20	-1%	-8%	-5%	?	15%	13%	-11%	0

3 entries from above in another layout.
SMILES | D3 ag | aSyn rescue | TDP-43 yeast inh | PTHR1 agonist | GLP1R cytotox | GLP1R inv ag | GLP-1R agonist | KB-V1 MDR tox | DRD3 antagonist
COc1ccccc1CNS(=O)(=O)c1ccc2c(c1)NC(=O)CS2 | 6 | 4% | 5% | -4% | -3% | 19% | -1% | 2% | 8
COc1ccc(NC(=O)CSc2nc3ccccc3c(=O)n2CCNC(C)=O)cc1 | -2 | -6% | 1% | i | -14% | -10% | 3% | -17% | -14
COc1ccc(NC(=O)COc2ccccc2Cc2ccccc2)cc1S(=O)(=O)N1CCOCC1 | 4 | 9% | 9% | -22% | -3% | ? | 20% | ? | 6
